RECQ1 inh – blocks DNA unwinding by human RECQ1. P46063. RECQ1 DNA unwinding, red fluorescence kinetic read. Potency, µM (top dose mostly 57.3 µM), inactives show top-dose activity, negative = inhibition, actives largely listed as inhibitors. hit rate 0.54% among 240,000. AID 2549;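 also: plate controls were vehicle for no effect and no enzyme for full effect; nearly all actives have a fitted effect of over 30% in size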
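50 nM RECQ1T1 preincubated 15 min with compound in Tris pH 8.0 buffer with MgCl2, DTT, Tween-20 and 2.5 ug/ml poly(dI-dC); started with 200 nM TAMRA/BHQ-2 forked duplex and 2 mM ATP. Unwinding read as fluorescence (525/598 nm), two reads 2 h apart.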
KDM4E inh – blocks human JMJD2E demethylase activity. hit rate 1.6% among 230,000. Potency, µM (titrated, usually from 57.1 µM), for inactives: at the highest dose activity change, negative = inhibition, usual class: inhibitors. JMJD2E catalytic domain, FDH-coupled NADH fluorescence (FDH is formaldehyde dehydrogenase). AID 2147. B2RXH2; active = well fitted inhibition curve with a large enough effect, not every such curve was filed as active; inconclusive = small, poorly fitted or top-dose-only effect, or another doubt; inactive = no such curve, though single readings can be large or run the other way;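 also: 0% = wells with enzyme and -100% = buffer wells without enzyme; nearly all actives have a fitted effect of over 50% in size; many of its hits are not listed in these tables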
Target sequence (B2RXH2 1-337 limits assumed): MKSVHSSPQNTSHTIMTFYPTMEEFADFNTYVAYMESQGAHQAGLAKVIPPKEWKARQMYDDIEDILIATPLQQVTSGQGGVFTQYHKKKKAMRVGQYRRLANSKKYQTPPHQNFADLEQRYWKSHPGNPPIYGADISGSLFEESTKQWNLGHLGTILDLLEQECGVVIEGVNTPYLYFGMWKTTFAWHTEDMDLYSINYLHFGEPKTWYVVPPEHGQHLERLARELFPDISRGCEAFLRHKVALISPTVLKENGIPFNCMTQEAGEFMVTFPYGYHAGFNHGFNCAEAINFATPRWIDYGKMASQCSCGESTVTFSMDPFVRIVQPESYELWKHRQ
Tau ThT inhib – tau fibrillization inhibition (ThT binding). Potency, µM (highest dose often 57.4 µM), for the others: at the highest dose activity, negative = inhibition, most hits filed as inhibitors. hit rate 2.1% among 270,000. AID 1460. P10636. recombinant tau K18 P301L, heparin-induced fibrillization, ThT fluorescence; also: nearly all actives have a fitted effect of over 55% in size
Target sequence (P10636 561-689 P618L limits assumed): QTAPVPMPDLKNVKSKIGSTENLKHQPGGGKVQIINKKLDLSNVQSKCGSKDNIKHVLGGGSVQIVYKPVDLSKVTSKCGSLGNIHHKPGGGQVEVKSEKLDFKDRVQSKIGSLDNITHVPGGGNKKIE
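Using a mix of unlabeled (15 uM) and Alexa 594-labeled (0.24 uM) tau K18 P301L, heparin-triggered fibrillization over 6 hr at 37 C was scored by ThT fluorescence.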
TRb-SRC2 inh – TRbeta-SRC2 interaction inhibition; TRbeta-SRC2 peptide binding, fluorescence polarization; receptor liganded with 1 µM T3; P10828; Potency, µM (doses to about 106 µM), without a hit: at the top dose activity change, negative = inhibition, most hits filed as inhibitors; hit rate 0.065% among 280,000;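 also: plate controls were bound peptide for no effect and peptide without receptor for full effect; nearly all actives have a fitted effect of over 50% in size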
Target sequence (P10828 whole entry, looked up): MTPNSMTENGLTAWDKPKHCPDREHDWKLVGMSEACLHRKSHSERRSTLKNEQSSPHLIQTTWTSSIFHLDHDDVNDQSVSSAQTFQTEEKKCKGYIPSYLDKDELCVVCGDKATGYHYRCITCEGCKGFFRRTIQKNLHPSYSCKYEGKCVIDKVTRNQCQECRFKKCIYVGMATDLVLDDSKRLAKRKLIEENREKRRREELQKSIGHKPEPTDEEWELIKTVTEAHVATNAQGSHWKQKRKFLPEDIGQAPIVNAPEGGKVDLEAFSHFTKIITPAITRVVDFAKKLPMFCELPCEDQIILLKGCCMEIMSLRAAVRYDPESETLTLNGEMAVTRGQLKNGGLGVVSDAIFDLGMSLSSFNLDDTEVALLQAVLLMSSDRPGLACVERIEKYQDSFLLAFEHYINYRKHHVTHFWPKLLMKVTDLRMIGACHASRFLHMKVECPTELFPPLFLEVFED
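A fluorescence polarization screen tested compounds at multiple concentrations against complex formation between 0.6 uM TRb ligand-binding domain and 20 nM Texas Red SRC2 peptide, with 1 uM T3 present; readout after 5 hr.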
GoLoco inh red – inhibitors of human Gai1-RGS12 GoLoco interaction (red fluorophore); Potency, µM (highest dose often 61.6 µM), for the others: top-dose activity, negative = inhibition, hits mostly inhibitors; Gai1:RGS12 GoLoco peptide FP, rhodamine, 10 min; hit rate 0.44% among 230,000; active = well fitted inhibition curve with a large enough effect, not every such curve was filed as active; inactive = no such curve, though single readings can be large or run the other way; also: nearly all actives have a fitted effect of over 30% in size; many of its hits are not listed in these tables
TexasRed fluor – counter-screen for TRb-SRC2 inhibitors: fluorescence interference; hit rate 0.29% among 280,000; TRb/SRC2 Texas Red total fluorescence interference; Potency, µM (highest dose often 106 µM), for the others: at the top dose fluorescence change, negative = quenching; active = well fitted curve in either direction with a large enough effect; inconclusive = small, poorly fitted or top-dose-only effect
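Human TRβ ligand-binding domain (0.6 uM) and Texas Red SRC2 peptide (20 nM) in Tris buffer with 1 uM T3 and 5% DMSO were incubated with pinned compound for 5 hr at ambient temperature. Total fluorescence was computed as S + 2P (555/632 nm).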
Tau fibril FP – blocks human tau fibril formation measured by polarization | P10636 | K18 P301L tau heparin fibrillization, Alexa594 FP, 6 h | Potency, µM (series often up to 57.7 µM), without a hit: top-dose activity, negative = inhibition, usual class: inhibitors | hit rate 0.39% among 280,000; also: nearly all actives have a fitted effect of over 55% in size
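FP of Alexa 594-tau after heparin (20 uM) induction. Substrate: human K18 P301L, 15 uM unlabeled, 0.24 uM labeled. Buffer 100 mM sodium acetate pH 7. 6 hr, 37 C.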
L3MBTL1 block – L3MBTL1 (human) inhibition | Q9Y468 | AlphaScreen L3MBTL1–H3K9me1 peptide binding | Potency, µM (titrated, usually from 57.1 µM), inactives show at the highest dose activity, negative = inhibition, hits mostly inhibitors | hit rate 0.66% among 230,000 | AID 485360; also: nearly all actives have a fitted effect of over 60% in size
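AlphaScreen proximity signal between nickel-chelate acceptor and streptavidin donor beads (final 10 ug/mL) reports binding of 50 nM L3MBTL1 to 75 nM biotin-H3 K9me1 peptide; complex incubated with compounds 30 min at room temperature; cefsulodin titration as control.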
The depositor's hits bear a star; i = inactive; ? = inconclusive; · = no result given; [ ] = remark or other dose. Unless noted, calls follow the shape of the dose curve; as a rule, active = well fitted curve in the direction sought with a large enough effect; inconclusive = small, poorly fitted or top-dose-only effect, or another doubt; inactive = no such curve, though single readings can be large; an effect the other way counts as inactive or inconclusive. Unless noted, % is scaled to controls: 0 for no effect and ±100 for the full control effect; potency is read from the fitted curve at half-maximal effect.

Each structure is followed by: RECQ1 inh, KDM4E inh, Tau ThT inhib, TRb-SRC2 inh, GoLoco inh red, TexasRed fluor, Tau fibril FP, L3MBTL1 block
[1] Nc1ncnc2c1nc(Sc1ccc(Cl)cc1)n2[C@H]1O[C@@H]2COP(=O)(O)O[C@H]2[C@@H]1O
 : -1%, 5%, -3%, 2%, -8%, -3%, 3%, ·
[2] CCn1c(=O)c(C(=O)NCCCO)c(O)c2ccccc21
 : -2%, ?, 8%, 1%, 3%, 0%, 3%, 4%
[3] O=C(Nc1ccc([N+](=O)[O-])cc1Br)c1cc2ccccc2nc1Cl
 : i, 6%, -11%, 0%, -4%, -2%, 2%, ·
[4] CCOc1ccc(C(=O)c2cnc3ccc(Cl)cc3c2S(=O)(=O)c2ccc(C)cc2)cc1
 : ·, ·, -18%, 7%, ·, -18%, -7%, ·
[5] COc1ccc(-c2nc3ccccc3o2)cc1NC(=O)c1ccc(-c2ccc(C)c(Cl)c2)o1
 : ·, ·, ?, -4%, ·, 4%, 0%, ·
[6] O=C(CCNS(=O)(=O)c1ccc2c(c1)CCN2C(=O)C1CC1)Nc1ccc(F)cc1F
 : ·, ·, 0%, -2%, ·, -6%, -8%, ·
[7] CN(C)/C=N/c1ncn(-c2ncc(C(F)(F)F)cc2Cl)n1
 : 1%, -14%, 2%, 2%, -2%, -2%, 3%, -12%
[8] Cc1ccc(C)c(N2CCN(C(=O)c3nn(C)c4c3CS(=O)(=O)c3ccccc3-4)CC2)c1
 : ·, ·, -6%, 1%, ·, 9%, -10%, ·
[9] COC(=O)NC(c1ccc2ccccc2c1)C(C(C)=O)C(=O)OC (stereo unspecified)
 : i[11.5 µM], ·, -6%[11.5 µM], 7%[11.2 µM], ·, 0%[11.2 µM], 10%[11.6 µM], ·
[10] O=C(CSc1nc2ccccc2c(=O)n1Cc1ccco1)N1CCN(c2ccccc2)CC1
 : -9%, ?, -19%, -3%, 17%, -2%, 11%, -4%
[11] O=C(CCc1ccccc1)Nc1cccnc1Cl
 : -10%, -2%, -8%, 2%, 10%, 0%, -8%, 4%
[12] COc1cccc(C(=O)CN2CCN(S(=O)(=O)c3ccc(Cl)cc3)CC2)c1
 : ·, ·, -5%, 3%, ·, 0%, -3%, ·
[13] Cc1ccc(Nc2nc3ccccc3c3nncn23)c(Cl)c1
 : ·, ·, -4%, -3%, ·, 0%, -13%, ·
[14] CCc1ccc2c(c1)C(c1ccc(N3CCOCC3)cc1)=NNC(c1ccncc1)=N2
 : i, 5%, ?, 1%, 6%, 0%, 6%, -27%
[15] CN1CCc2c(sc3nc(NN)n(Cc4ccccc4)c(=O)c23)C1
 : i, ?, 16µM*, 9%, 55%[activator], -2%, -13%, -5%
[16] CC(CNC(=O)c1ccc2c(c1)nc1n2CCCCC1)c1ccccc1 (stereo unspecified)
 : ·, ·, ?, -4%, ·, -1%, -3%, ·
[17] Cc1cc(N/N=C/c2ccccc2)nc(N)n1
 : -2%, -4%, -10%, 0%, 3%, -7%, 4%, -3%
[18] O=C(CNC(=S)N(Cc1ccccc1)Cc1ccccc1F)NCCc1ccccc1
 : -14%, -12%, -11%, -5%, 5%, 0%, 10%, 9%
[19] CCOC(=O)c1c(C)[nH]c(-c2csc(C)n2)c1C
 : -9%, 4%, ?, 7%, 2%, -4%, -3%, ·
[20] O=C(Cc1ccccc1)Nc1nnc(-c2ccco2)s1
 : -7%, -27%, -13%, -4%, 25%, -5%, 7%, ·
[21] Cc1ccc(-c2nn(CC(=O)Nc3cccc(C(F)(F)F)c3)c(=O)c3ccccc23)cc1
 : ·, ·, ?, 9%, ·, -1%, ?, ·
[22] COc1ccc(S(=O)(=O)N2CCOCC2)cc1NC(=O)c1ccccc1-c1ccc(C(F)(F)F)cc1
 : -10%, -2%, 10%, -7%, -26%, -6%, 4%, 18%
[23] COc1ccc(NC(=S)NCC2CCN(c3ccc(OC)cc3)C2)cc1 (stereo unspecified)
 : 3%, 3%, ?, 9%, -4%, 0%, ?, ?
[24] COc1ccc2[nH]cc(CCNc3nc(-c4ccc(C(=O)N(C)C)cc4)nc4ccccc34)c2c1
 : -26%, ?, ?, 4%, -17%, -10%, 3%, ·
[25] CC1CC[C@@]23CCC4(C)[C@@]5(C)CCC6C(C)(C)C(O)CC[C@@]6(C)C5C=C[C@@]4(OC2=O)C3C1C (stereo partly specified)
 : 0%, 3%, ?, -1%, 1%, 0%, 4%, ·
[26] CC(C(=O)c1ccccc1)n1cnc2ccccc2c1=O (stereo unspecified)
 : -1%, 1%, -17%, -8%, 0%, -3%, 9%, 4%
[27] CNC(=O)c1oc(-c2ccc(Cl)cc2)nc1C
 : 28%, ?, 6%, -6%, 16%, -5%, -2%, -1%
[28] CCCCOc1cccc(C(=O)O)c1
 : -6%, 2%, -5%, -3%, -7%, -7%, -14%, ·
[29] O=C1CCC[C@@H]2CC(NCc3ccc(Cl)c(Cl)c3)C[C@@H]3CCN1[C@H]23 (stereo partly specified)
 : i, ·, -9%[81.4 µM], -7%, 77%[activator][88.7 µM], -32%, 0%[81.3 µM], ·
[30] CCOC1(NC(=O)c2ccccc2)C(C)=CC(=O)C=C1C
 : -15%, 1%, -4%, 4%, -5%, 1%, -6%, 8%

Single entries from above:
`CC(CNC(=O)c1ccc2c(c1)nc1n2CCCCC1)c1ccccc1` (stereo unspecified) @ TexasRed fluor: -1%
`COC(=O)NC(c1ccc2ccccc2c1)C(C(C)=O)C(=O)OC` (stereo unspecified) @ Tau ThT inhib: -6%[11.5 µM]

Entries shown so far that have fluorine:
Each structure is followed by: RECQ1 inh, KDM4E inh, Tau ThT inhib, TRb-SRC2 inh, GoLoco inh red, TexasRed fluor, Tau fibril FP, L3MBTL1 block
[6] O=C(CCNS(=O)(=O)c1ccc2c(c1)CCN2C(=O)C1CC1)Nc1ccc(F)cc1F
 : ·, ·, 0%, -2%, ·, -6%, -8%, ·
[7] CN(C)/C=N/c1ncn(-c2ncc(C(F)(F)F)cc2Cl)n1
 : 1%, -14%, 2%, 2%, -2%, -2%, 3%, -12%
[18] O=C(CNC(=S)N(Cc1ccccc1)Cc1ccccc1F)NCCc1ccccc1
 : -14%, -12%, -11%, -5%, 5%, 0%, 10%, 9%
[21] Cc1ccc(-c2nn(CC(=O)Nc3cccc(C(F)(F)F)c3)c(=O)c3ccccc23)cc1
 : ·, ·, ?, 9%, ·, -1%, ?, ·
[22] COc1ccc(S(=O)(=O)N2CCOCC2)cc1NC(=O)c1ccccc1-c1ccc(C(F)(F)F)cc1
 : -10%, -2%, 10%, -7%, -26%, -6%, 4%, 18%

(next part)
Each structure is followed by: RECQ1 inh, KDM4E inh, Tau ThT inhib, TRb-SRC2 inh, GoLoco inh red, TexasRed fluor, Tau fibril FP, L3MBTL1 block
[31] CC1(C)N=C(SCc2ccc(F)cc2)c2ccccc2N1
 : ·, ·, ?, -2%, ·, -4%, -5%, ·
[32] COc1ccc(/C=C/C(=O)c2c(O)c(OC)c3occc3c2OC)cc1
 : -5%, -18%, 4.5µM*, 0%, 9%, -3%, 3%, -28%
[33] CCC(=O)Nc1nc(CC(=O)Nc2ccccc2)cs1
 : -5%, 0%, -7%, -11%, -2%, -2%, 4%, ·
[34] Cc1nn(C(=O)CNC(=O)c2ccccc2)c(C)c1C
 : -15%, 0%, -9%, 5%, -1%, -3%, -1%, ·
[35] COc1cccc(NC(=O)CSc2nnc(-c3cc(-c4ccccn4)nc4ccccc34)o2)c1
 : -2%, -6%, -2%, -24%, 8%, 0%, 14%, -9%
[36] CCNS(=O)(=O)c1cc(S(C)(=O)=O)ccc1Cl
 : -3%, 4%, 0%, 0%, 10%, 1%, -6%, ·
[37] CCN(CC)C1CC(=O)N(c2cccc(C)c2)C1=O (stereo unspecified)
 : -4%, 4%, ?, 2%, -16%, 0%, 0%, 9%
[38] CCSc1nc(NCCN(C)C)c2c3c(sc2n1)COC(C)(CC)C3 (stereo unspecified)
 : i, -13%, ?, -2%, 4%, -1%, -10%, -15%
[39] COc1ccccc1Nc1nc(-c2ccccc2)c(CC(=O)O)s1
 : ·, ·, -19%, 1%, ·, -2%, 9%, ·
[40] Cc1onc(-c2c(F)cccc2Cl)c1C(=O)OCC(=O)NC1CC1
 : i, 14%, -1%, -1%, 5%, -2%, 2%, 1%
[41] COc1cccc(CNC(=O)c2ccc(Cn3c(SCc4ccccc4)nc4cccnc43)cc2)c1
 : ·, ·, -7%, -3%, ·, -21%, 2%, ·
[42] Cc1cccc(NC(=O)c2cnn3ccccc23)c1C
 : -13%, 4%, -12%, 0%, 5%, -3%, 5%, 8%
[43] C=CCN=C1CCCc2c1[nH]c1ccc(C)cc21
 : -9%, ?, ?, -4%, 8%, 4%, 7%, -5%
[44] Cc1ccc(-c2cc(-c3ccccc3O)nc(N/N=C/c3cccnc3)n2)cc1
 : 1%, 13%, ?, 1%, -5%, -5%, -5%, 0%
[45] COc1ccccc1/C=C1\SC(=S)N(N2C(=O)CCCC2=O)C1=O
 : -8%, -4%, ?, 8%, -5%, -1%, 2%, -9%
[46] CCCCN(C)CCNC(=O)c1cc(=O)[nH]c2ccc(S(=O)(=O)N3CCCCCC3)cc12
 : ·, ·, -1%, -6%, ·, 0%, -7%, ·
[47] Cc1cc(Br)ccc1NC(=O)C1(S(=O)(=O)c2ccc(Cl)cc2)CC1
 : ·, ·, -9%, 11%, ·, 2%, -9%, ·
[48] O=C1CC(c2ccccc2F)C2=C(COC2=O)N1 (stereo unspecified)
 : -1%, 6%, 2%, -2%, -5%, -1%, -2%, ·

High-throughput results deposited in PubChem by National Center for Advancing Translational Sciences (NCATS).

Some of the compounds tested, so the mix of outcomes need not match the whole.
